Screening data from PubChem BioAssay.
Anesthetic bind: binds horse apoferritin like a general anesthetic | P02791 | apoferritin/1-aminoanthracene competitive binding, fluorescence | Potency, µM (top dose mostly 77.5 µM), without a hit: top-dose activity change, negative = displacement, actives largely listed as inhibitors | 350,000 compounds, 0.074% hits; note: potency is the fitted concentration of half-maximal effect; % is set by controls: 0 for no effect and ±100 for the full control effect; nearly all actives have a fitted effect of over 20% in size
Target sequence (P02791 2-175 limits assumed): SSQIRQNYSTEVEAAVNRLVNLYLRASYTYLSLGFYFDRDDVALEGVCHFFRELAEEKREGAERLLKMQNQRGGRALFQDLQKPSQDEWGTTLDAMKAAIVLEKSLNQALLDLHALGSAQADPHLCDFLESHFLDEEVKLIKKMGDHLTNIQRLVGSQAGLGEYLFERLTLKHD
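Read-out: endpoint 1-AMA fluorescence, excitation 380 nm and emission 535 nm, after compounds sit 10 min at room temperature with 10 uM horse-spleen apoferritin in 50% saturated 1-AMA/PBS. Values come from four-parameter Hill fits.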
ALOX12 inh: inhibitors of human 12S-lipoxygenase ALOX12 | Potency, µM (series often up to 108 µM), for inactives: at the top dose activity change, negative = inhibition, hits mostly inhibitors | P18054 | purified 12hLO, xylenol orange hydroperoxide absorbance | 580,000 compounds, 1.1% hits; note: potency is the fitted concentration of half-maximal effect; % is set by controls: 0 for no effect and ±100 for the full control effect
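Purified human 12hLO at 150 nM in 25 mM Hepes, 0.01% Triton X-100, pH 7.0, preincubated 15 min at room temperature with compound. Reaction started with 40 uM arachidonic acid, 30 min at room temperature. Hydroperoxide measured by Fe-xylenol orange, 573/405 nm absorbance ratio.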
RGS4 inhibitor: blocks human RGS4-accelerated GTP hydrolysis; P49798; Transcreener GDP fluorescence polarization, RGS4-accelerated GTP hydrolysis; Potency, µM (series often up to 114 µM), for the others: top-dose activity change, negative = inhibition, most hits filed as inhibitors; 390,000 compounds, 0.039% hits; AID 504845; note: potency is the fitted concentration of half-maximal effect; % is set by controls: 0 for no effect and ±100 for the full control effect; nearly all actives have a fitted effect of over 75% in size; some results filed as inactive show a strong effect at the top dose
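MLSMR compounds (23 nl, pin-transferred) preincubated 10 min at room temperature with a 500nM (2x) first reagent, then RGS4 at 900nM (2x) plus Transcreener GDP mix added; fluorescence polarization (620/688 nm) read before and after 90 min at 30 °C.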
POLK inh: inhibitors of human DNA polymerase kappa | purified Pol kappa, fluorescent DNA synthesis assay, 10 min | Potency, µM (series often up to 107 µM), for inactives: at the top dose activity, negative = inhibition, hits mostly inhibitors | 400,000 compounds, 0.53% hits | AID 588579; note: potency is the fitted concentration of half-maximal effect; % is set by controls: 0 for no effect and ±100 for the full control effect
Target sequence (Q9UBT6 whole entry, looked up): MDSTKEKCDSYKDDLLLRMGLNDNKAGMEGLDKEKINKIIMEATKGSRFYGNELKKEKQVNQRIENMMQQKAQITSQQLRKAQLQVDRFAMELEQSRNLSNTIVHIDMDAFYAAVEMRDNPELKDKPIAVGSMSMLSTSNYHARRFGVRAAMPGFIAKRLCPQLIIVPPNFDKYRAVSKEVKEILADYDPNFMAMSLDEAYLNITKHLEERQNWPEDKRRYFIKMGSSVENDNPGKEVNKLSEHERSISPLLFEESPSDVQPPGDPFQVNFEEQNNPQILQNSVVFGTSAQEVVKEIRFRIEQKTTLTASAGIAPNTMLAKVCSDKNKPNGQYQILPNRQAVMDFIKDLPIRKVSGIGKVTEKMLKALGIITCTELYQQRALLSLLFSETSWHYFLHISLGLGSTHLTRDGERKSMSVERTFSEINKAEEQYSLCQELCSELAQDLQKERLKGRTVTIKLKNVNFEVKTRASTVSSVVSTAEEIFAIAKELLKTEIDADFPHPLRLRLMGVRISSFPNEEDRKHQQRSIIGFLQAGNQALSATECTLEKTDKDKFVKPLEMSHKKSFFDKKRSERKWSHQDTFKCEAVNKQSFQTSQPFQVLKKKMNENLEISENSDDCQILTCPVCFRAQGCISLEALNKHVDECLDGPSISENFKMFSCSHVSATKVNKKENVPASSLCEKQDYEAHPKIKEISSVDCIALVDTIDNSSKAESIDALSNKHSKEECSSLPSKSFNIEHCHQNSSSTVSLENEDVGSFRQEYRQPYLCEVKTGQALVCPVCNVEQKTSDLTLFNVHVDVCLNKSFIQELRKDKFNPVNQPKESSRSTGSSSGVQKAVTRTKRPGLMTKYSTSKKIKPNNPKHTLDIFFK
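Activity was followed as the change in fluorescence between reads at 0 and 10 min after starting the reaction with 50 nM substrate. Beforehand, 10 nM polymerase had been preincubated with compound for 15 min at room temperature.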
Pol eta inh: blocks human DNA polymerase eta activity; Potency, µM (top dose mostly 114 µM), for inactives: at the top dose activity change, negative = inhibition, actives largely listed as inhibitors; AID 588591; recombinant Pol eta, fluorescent DNA replication assay; 390,000 compounds, 1.2% hits; Q9Y253; note: potency is the fitted concentration of half-maximal effect; % is set by controls: 0 for no effect and ±100 for the full control effect
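Pol eta at 10 nM preincubated with compounds 15 min at room temperature; reaction started with fluorescent substrate (50 nM final) and read kinetically at 0 and 10 min.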
LDHA inh: inhibitors of human lactate dehydrogenase A. P00338. purified LDHA, NADH/diaphorase-resazurin fluorescence; stronger effect = lower value. activity change, % (values are at about 110 or 230 µM). 480,000 compounds, 0.15% hits. AID 1347041; in the data active = activity change below about -30%; inconclusive = mostly about -25% to -30%;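 note: plate controls were DMSO wells for no effect and wells without enzyme for full effect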
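LDH5 2 nM; NADH 0.06 mM, pyruvate 0.2 mM; 200 mM Tris pH 7.4, EDTA, Tween-20; 5 min RT. Detection: diaphorase 0.133 mg/mL + resazurin 37 µM, fluorescence ex540/em590 at 0 and 20 min; normalized to enzyme-free and DMSO wells.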
ERG-DNA inh: inhibitors of human ERG Ets domain-DNA interaction. fluorescence polarization, His-ERG Ets domain / labelled DNA. P11308. AID 624246. Potency, µM (series often up to 76.9 µM), for the others: top-dose FP activity, negative = inhibition, usual class: inhibitors. 370,000 compounds, 0.028% hits; active = well fitted inhibition curve with a large enough effect in the polarisation, with a control signal flat; inconclusive = small, poorly fitted or top-dose-only effect, or effect the other way, or a change in a side signal; inactive = no such curve, though single readings can be large or run the other way; the % refers to the polarisation;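 note: polarization taken with two DNA probes labelled with fluorescein and Texas red; potency is the fitted concentration of half-maximal effect; % of control where 0% means no effect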
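His-tagged ERG Ets domain (1 uM in the protein solution; 300mM KCl, 50mM Tris-HCl, 1mM EDTA, 1mM DTT, pH 7.5) received compound, then a probe mix of 5 nM fluorescein-DNA and 100nM Texas-615-DNA. Fluorescence polarization was read for both dyes.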
APE1 inh: blocks human APE1 abasic DNA cleavage | recombinant APE1, TAMRA/BHQ-2 abasic DNA cleavage fluorescence | 350,000 compounds, 0.35% hits | P27695 | AID 2517 | Potency, µM (doses to about 65.8 µM), without a hit: at the highest dose activity change, negative = inhibition, most hits filed as inhibitors;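 note: potency is the fitted concentration of half-maximal effect; plate controls were vehicle for no effect and reference inhibitor for full effect; nearly all actives have a fitted effect of over 55% in size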
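Compound pre-exposure to 0.75 nM APE1, 15 min at ambient temperature. Reaction initiated with 50 nM TAMRA/BHQ-2 THF substrate, read immediately in kinetic mode, 525 nm excitation, 598 nm emission.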
Pol beta inh: inhibitors of human DNA polymerase beta; P06746; Pol beta primer extension/strand displacement, fluorescence kinetic; AID 485314; Potency, µM (doses to about 114 µM), inactives show at the top dose activity change, negative = inhibition, hits mostly inhibitors; 340,000 compounds, 1.3% hits; note: potency is the fitted concentration of half-maximal effect; % is set by controls: 0 for no effect and ±100 for the full control effect
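Preincubation: enzyme (10 nM) with compound, 15 min, RT. Reaction: substrate added to 50 nM final. Reads: 0 and 10 min. Analysis: normalized, Hill fit.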
Starred values were filed as active, the others as inactive; ? = inconclusive; · = not tested or not shown; & = joins results of further samples; [ ] = dose if it differs, or a comment. Unless noted, calls come from the whole dose curve; as a rule, active = well fitted curve in the direction sought with a large enough effect; inconclusive = small, poorly fitted or top-dose-only effect, or another doubt; inactive = no such curve, though single readings can be large; an effect the other way counts as inactive or inconclusive.

Values run as follows: Anesthetic bind	ALOX12 inh	RGS4 inhibitor	POLK inh	Pol eta inh	LDHA inh	ERG-DNA inh	APE1 inh	Pol beta inh
> O=C(c1ccc2c3n(nc2c1)-c1ccc(Cl)cc1CO3)N1CCCCC1
  -16%	-21%	-7%	-4%	-4%	1	-7%	-3%	-1%
> CC(C)c1ccc(NC(=O)NC2(C(=O)NCc3cccnc3)CCCCC2)cc1
  1%	-2%	9%	-9%	-5%	-11	0%	7%	42%
> O=C(Cn1nnc(-c2ccccc2NC(=O)c2ccco2)n1)Nc1ccccc1
  ?	·	-38%	-7%	?	-7	3%	-2%	?
> Cc1nc2ccn(Cc3ccccc3)c(=O)c2cc1C(=O)N1CCN(c2ccccc2)CC1
  9%	-3%	14%[11.4 µM]	-15%	4%	-2	6%	-6%	10%
> CCC(=O)Nc1ccc(C(=O)Nc2ccc(OC)cc2[N+](=O)[O-])cc1
  -2%	-7%	-27%	-4%	?	-8	-9%	10%	-12%[57.1 µM]
> CSc1nc2sc3c(c2c(=O)n1-c1ccccc1)CCC(C(C)(C)C)C3 (centres undefined)
  -1%	-18%	-17%	7%	-8%	2	-2%	·	?
> Cc1ccc(NC(=O)c2ccccc2-c2ccc(C(F)(F)F)cc2)cc1S(=O)(=O)N1CCOCC1
  -9%	7%	-12%	-16%	-12%	-2	9%	12%	21%
> CCOc1ccc(C(=O)O)cn1
  -1%	-2%	0%	2%	-18%	1	3%	19%	56%
> COc1ccc(NC(=O)c2ccc(C)o2)c([N+](=O)[O-])c1
  -13%	-21%	27%	-7%	-11%	-6	0%	6%	30%
> COC(=O)c1ccc(C2=NOC(C)(c3nnc(Cc4ccccc4)o3)C2)cc1 (centres undefined)
  ·	5%	22%	-6%	-8%	-9	-1%	-12%	·
> COc1ccc(C(=O)N2CCC(C(=O)Nc3ccc(C)cc3)CC2)cc1
  -5%	-4%	-127%[56.9 µM]	4%	-14%	0	0%	13%	18%
> Cc1cc(NC(=O)c2nn(C)c(C)c2[N+](=O)[O-])no1
  -5%	16%	-5%	0%	-11%	-3	-6%	0%	-1%
> CC(C)Oc1ccc(CNCC2(O)CCOC(C)(C)C2)cc1 (centres undefined)
  0%	?	-51%	-9%	0%	-24	?	4%	0%
> CC(=O)Nc1ccc(CNc2ncnc3ccc(-c4c(C)noc4C)cc23)cc1
  -17%	?	-9%	0%	6%	-14	·	-10%&-60%	·
> CCOC(=O)c1c(S(=O)(=O)NCC(=O)Nc2cc(C)ccc2C)c(C)n(C)c1C
  -3%&0%	8%&-19%	15%&14%	-4%	-3%&15%	-11&-4	-15%&2%	-13%	33%&11%
> COc1cccc(C(C(=O)NC(C)(C)C)N(Cc2ccco2)C(=O)CCC(=O)Nc2cc(C)on2)c1OC (centres undefined)
  -5%	3%	14%	-16%	-7%	-10	1%	-2%	3%
> CS(=O)(=O)N(CC(=O)Nc1ccccc1-c1ccccc1)c1ccc(F)cc1
  -5%	-8%	7%	-25%	-8%	-5	-1%	11%	1%
> COc1ccc(-n2c(=O)c3sc4ccccc4c3n(C)c2=O)cc1
  -3%	-24%	16%	-3%	-10%	-1	1%	·	26%
> CCOC(=O)C1CCCN(C(=O)C2CCN(S(=O)(=O)c3c(C)noc3/C=C/c3ccc(C)cc3)CC2)C1 (centres undefined)
  -10%	-13%	-6%	-11%[60.1 µM]	-6%	2	-9%	·	0%
> CCCN(CCC)CCCNC(=O)c1cn(CC)c2ccc(S(=O)(=O)N3CCOCC3)cc2c1=O
  -7%	3%	28%	-9%	-13%	-4	-6%	-12%	30%
> N#Cc1c(N)n(CCOC(=O)c2cccc(Br)c2)c2nc3ccccc3nc12
  10%	?	2%	5%	-10%	2	-5%	-2%	4%
> COc1ccc(C(=O)Nc2cc(=O)n(C)c(=O)n2C)cc1OC
  38%[activator]	-12%	-10%	-2%	4%	-9	-4%	-1%	28%
> COc1cc(OC)cc(C(=O)Nc2ccc(S(=O)(=O)Nc3onc(C)c3C)cc2)c1
  -4%	-17%	-38%	-6%	?	-6	4%	·	-18%
> Cc1cccc(OCC(=O)NCC(=O)N/N=C/c2ccc(O)cc2O)c1
  -2%	-5%	-5%	13%	-3%	2	14%	5%	?
> CC1CC1c1ccc(/C=C(\C#N)C(=O)Nc2cc(Cl)ccc2Cl)o1 (centres undefined)
  5%	-16%	1%	7%	-21%	2	4%	-3%	-26%
> CC1(C)OC(c2ccccc2)=C/C(=C\C=N\NC(=O)c2ccncc2)O1
  -8%	?	-27%	-6%	-22%	0	-5%	?	15%
> Cc1cccc(-n2cc(CN3CCN(c4ccccn4)CC3)c(-c3cccc(F)c3)n2)c1
  3%	-7%	-1%	-3%[60.1 µM]	-12%	2	1%	-2%	20%
> CN1C(=O)/C(=C\c2cc(Br)cs2)c2ccccc21
  ?	-5%	-9%	7%	-14%	-1	11%	-2%	?
> O=C1N/C(=C/c2cccn2-c2ccccc2)C(=O)N1Cc1ccc(F)cc1
  -12%	-14%	3%	-2%	3%	-8	13%	-2%	-12%
> O=C(O)C1C2CCC(O2)C1C(=O)Nc1cnn(Cc2ccccc2)c1 (centres undefined)
  -9%	?	-25%	-6%	-12%	0	0%	0%	1%
> O=C(Nc1cc(S(=O)(=O)N2CCOCC2)ccc1N1CCOCC1)c1cnccn1
  -13%	13%	19%	-6%	-1%	0	-7%	1%	18%
> COc1ccc(NC(=O)COC(=O)c2c3c(nc4ccccc24)CCCC3)cc1
  ?	-11%	34%	-21%	2%	-3	1%	?	-18%
> O=S(=O)(c1ccc2nc(Cc3cccc(C(F)(F)F)c3)[nH]c2c1)N1CCOCC1
  -17%	13%	19%	-8%	-10%	-2	·	-2%	21%
> Cc1sc(-n2c(C)cc(C=O)c2C)c(C(=O)O)c1C
  -3%	?	-26%	-25%	50µM*	9	-7%	-8%	?
> O=C(NCc1ccncc1)c1ccc(Br)cc1
  -9%	?	-16%	-6%	5%	-7	-4%	12%	-13%
> CCCCOc1ccc(Br)cc1/C(C)=N/NC1=NCCN1
  -4%	?	-12%	-8%	-8%	-3	11%	-5%	20%
> O=c1n(Cc2ccc(Cl)cc2)c2sc3c(c2c2ncnn12)CCCC3
  -9%	416%[activator]	?	-13%	?	2	5%	-2%	-25%
> CC(C)CS(=O)(=O)c1oc(-c2ccc(F)cc2)nc1S(=O)(=O)c1ccccc1
  -22%	2%	-32%	-5%	-9%	-4	-3%	·	19%
> CCC(C)(C)NC(=O)C1c2ccccc2Oc2ccccc21
  -5%	?	-20%	-4%	-6%	-6	17%	3%	13%
> CN1CCN(c2ccc(NC(=O)N3CCc4ccccc43)cc2)CC1
  2%	-5%	-4%	-3%	-10%	1	11%	-1%	7%
> O=C(NC(=S)Nc1cccc(C(F)(F)F)c1)c1ccc2nonc2c1
  ?	35µM*	-36%	-16%	-17%	-7	-1%	-7%	17%
> O=C(Nc1cccc(C(F)(F)F)c1)c1ccco1
  -16%	-15%	-32%	-20%	0%	-9	-8%	-3%	-14%
> Cc1ccc([C@@H]2[C@@H]3C(=O)N(C)C(=O)[C@@H]3[C@]3(C)C(=O)N(Cc4ccccn4)CC(=O)N23)o1
  3%	25%	-8%	-3%	-17%	3	2%	5%	2%
> NC(Cc1cccc2nsnc12)C(=O)O (centres undefined)
  -12%	?	-19%	7%	-9%	1	-10%	2%	-1%
> Cc1cc(C)n(-c2ncnc3sc4c(c23)CC(C)CC4)n1 (centres undefined)
  -20%	-2%	6%	-6%	8%	-11	-2%	3%	-8%
> CN(C)c1ccc(CN(C(=O)c2cccs2)C2CCS(=O)(=O)C2)cc1 (centres undefined)
  -2%	-9%	2%	-19%	-5%	4	-2%	17%	9%
> COC(=O)c1ccc(NC(=O)c2cc3cc4ccc(OC)c(Cl)c4nc3s2)cc1
  45%[activator]	-19%	5%	-3%[60.1 µM]	0%	1	0%	·	-2%
> CC1(C)COC(c2ccc(F)c([N+](=O)[O-])c2)=N1
  -6%	-18%	-33%	-14%	-4%	-3	-9%	8%	-1%
> CCOc1cc(/C=C2/C(=O)ON=C2C)ccc1O
  -5%	?	11%	-6%	-17%	-1	0%	10%	14%
> COCCCNC(=O)CCc1c(C)nc2c(c(C)nn2-c2ccccc2)c1C
  0%	-4%	18%	2%	6%	-7	-1%	-15%	42%
> CCOc1ccc(OCC)c(NS(=O)(=O)c2cc(-c3cc(C)no3)ccc2C)c1
  3%	0%	-1%	-1%	-12%	4	-2%	·	5%
> C/C(=C\C(=O)O)C(=O)Nc1nccs1
  -10%	0%	25%	0%	-16%	-6	-10%	3%	4%
> O=C(O)c1ccc(N/N=C/c2cn(Cc3ccc(F)cc3)c3ccccc23)cc1
  -2%	?	-48%	-14%	?	12	0%	-7%	-33%
> O=C(COC(=O)/C=C/c1ccco1)NCCc1ccccc1
  -13%	1%	-19%	-27%	-1%	-5	-7%	?	?
> CC(=O)Nc1ccc(S(=O)(=O)N/N=C/c2ccc(C)s2)cc1
  -3%	-18%	-11%	1%	-12%	3	-1%	-1%	25%

A portion of the library; rates above refer to the full screens.
